TMEM16A act: TMEM16A chloride channel activators or potentiators, primary screen, cell-based, HTS; AID 623877, 2012; HEK293 TMEM16A/YFP-H148Q/I152L, iodide quench fluorescence; hits give low values; B-score at 10 µM; hit rate 0.3% among 340,000;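 active = fluorescence-ratio B-score plate-corrected deviation score at least 3 library SD below zero, with starting fluorescence score within 5 deviations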;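 also: channel opened by trigger with iodide after compound preincubation; score built on the fluorescence ratio of max minus min over baseline; more negative score means more quench and so TMEM16A activation or potentiation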
ANO1 block: TMEM16A chloride channel inhibitors, primary screen, cell-based, HTS | Anoctamin-1 (Mus musculus), Q8BHY3 | HEK293 TMEM16A/YFP iodide influx fluorescence, ionomycin | hit rate 1.2% among 310,000 | normalized B-score (activity score, 25-100; higher = stronger inhibition) at 10 µM;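 active = ratio plate-corrected score three or more library SD toward inhibition, starting fluorescence score within five deviations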;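 also: score derived from kinetic fluorescence span divided by baseline fluorescence per well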
TRPC6 act: mouse TRPC6 channel activators, primary screen, cell-based, HEK293, membrane potential dye; HEK293-TRPC6 membrane potential dye fluorescence; hits give high values; Short transient receptor potential channel 6 (Mus musculus), Q61143; B-score at 10 µM; hit rate 0.13% among 310,000;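 active = B-score of the integrated fluorescence ratio above library mean plus 3 SD, and starting fluorescence ratio within library mean plus 5 SD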;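 also: higher score means more depolarization so channel activation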
RGS4 act: RGS4 potentiators or activators, primary screen, cell-based, HEK293 M3R inducible RGS4, calcium flux. carbachol calcium flux Fluo4; hits give low values. B-score at 10 µM. hit rate 0.92% among 310,000;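 active = B-score of the integrated calcium signal more than 4 SD below the library mean, with starting fluorescence not abnormally high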;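 also: negative B-score means reduced calcium response which marks RGS4 activation or potentiation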
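Material: Inducible-RGS4 HEK293 cells carrying M3 receptor; also added: carbachol at ECmax as muscarinic agonist stimulus; incubation: compound preincubation 20 min at room temperature before agonist; signal: Fluo4-AM (2 µM) calcium-flux fluorescence, kinetic read; measure: integrated calcium ratio converted to B score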
HDAC3 inhib: HDAC3 deacetylase inhibitors, primary screen, biochemical, fluorescence, cell-free homogeneous; hit rate 0.15% among 320,000; Histone deacetylase 3 (Homo sapiens), O15379; AID 2718, 2010; inhibition, % at 8.3 µM; recombinant HDAC3, fluorogenic peptide/trypsin coupled; in the data active = inhibition above about 26%, passing the limit was not always enough; inconclusive = no clear call, values can overlap the other calls
Target sequence (O15379 whole entry, looked up): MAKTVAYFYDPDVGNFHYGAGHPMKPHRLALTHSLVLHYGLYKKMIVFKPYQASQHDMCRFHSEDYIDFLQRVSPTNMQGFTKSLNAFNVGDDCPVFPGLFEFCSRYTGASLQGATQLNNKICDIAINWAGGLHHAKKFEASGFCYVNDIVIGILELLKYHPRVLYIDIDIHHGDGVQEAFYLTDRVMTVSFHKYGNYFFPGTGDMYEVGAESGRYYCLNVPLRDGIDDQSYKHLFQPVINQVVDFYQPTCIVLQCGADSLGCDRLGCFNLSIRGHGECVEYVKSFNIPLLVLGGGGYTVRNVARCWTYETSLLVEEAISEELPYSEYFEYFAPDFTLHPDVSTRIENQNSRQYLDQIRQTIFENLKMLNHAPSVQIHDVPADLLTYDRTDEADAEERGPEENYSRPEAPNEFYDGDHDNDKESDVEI
TRPC6 inh: mouse TRPC6 channel inhibitors, primary screen, cell-based, HEK293, membrane potential dye | Short transient receptor potential channel 6 (Mus musculus), Q61143 | ACh-evoked depolarization; hits give low values | B-score at 10 µM | hit rate 1.1% among 310,000;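 active = B-score under library mean minus 3 SD, initial fluorescence not abnormally high, positive integrated signal ratio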;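 also: B-score derived from integrated fluorescence ratio over the kinetic read; more negative B-score means stronger inhibition of depolarization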
MrgX1 agonist: agonists of human MrgX1 receptor, primary screen, HEK293 cells, Fluo-4 calcium flux; Mas-related G-protein coupled receptor member X1 (Homo sapiens), Q96LB2; Fluo-4 calcium fluorescence, agonist mode; hits give high values; B-score at 10 µM; hit rate 0.44% among 310,000; AID 588627, 2011;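 active = calcium response B-score plate-corrected fluorescence ratio at least 3 library SD, with starting fluorescence B-score inside 5 SD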
Target sequence (Q96LB2 whole entry, looked up): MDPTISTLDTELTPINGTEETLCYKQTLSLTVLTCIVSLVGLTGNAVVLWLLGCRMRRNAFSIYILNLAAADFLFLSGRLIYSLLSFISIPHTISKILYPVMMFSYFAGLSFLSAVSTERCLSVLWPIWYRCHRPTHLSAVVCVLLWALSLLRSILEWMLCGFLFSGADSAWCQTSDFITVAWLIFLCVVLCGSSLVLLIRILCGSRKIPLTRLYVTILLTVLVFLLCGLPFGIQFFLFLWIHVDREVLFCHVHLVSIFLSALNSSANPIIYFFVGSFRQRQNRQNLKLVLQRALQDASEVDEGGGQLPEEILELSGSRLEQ
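Test system: HEK293 cells stably expressing human MrgX1 receptor; Input: fifteen thousand cells per well; Dosing: compound delivered in addition one of three; Schedule: overnight seeding, then 1 h dark dye loading; Technique: Fluo-4 NW calcium fluorescence; Measure: B-scored fluorescence response ratio; Controls: positive and negative controls per plate.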
MrgX1 allo act: positive allosteric modulators of MrgX1, primary screen, HEK293 cells, Fluo-4 calcium flux; AID 588675, 2011; hit rate 0.63% among 310,000; B-score at 10 µM; FDSS; hits give high values;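 active = plate-corrected calcium response at least 3 library SD above typical, normal starting fluorescence, not activating the receptor alone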;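 also: compound read alongside a low EC10 to EC30 dose of BAM8-22 agonist; peak minus trough fluorescence over baseline measured at the second addition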
RGS4 inh: RGS4 inhibitors, primary screen, cell-based, HEK293 M3R inducible RGS4, calcium flux; Regulator of G-protein signaling 4 (Homo sapiens), P49798; Fluo-4 calcium flux; hits give high values; triggered by carbachol at its EC20; B-score at 10 µM; hit rate 0.45% among 310,000;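 active = B-score, a plate-corrected calcium signal, over three deviations above library mean, with baseline fluorescence within five deviations of library mean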;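 also: RGS4 expression induced by doxycycline in cells with stable M3 receptor; B-score is computed from the integrated fluorescence ratio over baseline after carbachol; higher B-score means a larger calcium signal and so more RGS4 inhibition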
Target sequence (P49798 whole entry, looked up): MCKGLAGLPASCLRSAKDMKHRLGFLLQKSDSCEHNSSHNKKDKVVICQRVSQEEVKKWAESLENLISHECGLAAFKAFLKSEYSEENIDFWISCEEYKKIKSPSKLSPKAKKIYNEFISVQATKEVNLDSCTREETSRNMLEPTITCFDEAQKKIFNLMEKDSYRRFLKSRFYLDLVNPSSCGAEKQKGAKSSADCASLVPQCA
SKKanGAS inh: S. pyogenes SKKanGAS growth inhibitors in kanamycin, primary screen, streptokinase expression inhibitor project, SKKanGAS strain, BacTiter-Glo luminescence; 6 h; inhibition, % at 7.5 µM; hit rate 1.3% among 300,000; AID 1662, 2009;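 active = mean replicate score, as percent of positive control median, at least 50; inconclusive = mean below 50 but one replicate at or above 50; inactive = mean and every replicate below 50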;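 also: strain carries kanamycin resistance gene driven by streptokinase promoter and grows in 40 µg/ml kanamycin; loss of luminescence reflects streptokinase promoter inhibition or plain growth inhibition; 0% = median of DMSO wells and 100% = positive control at its reference dose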
MrgX1 antagonist: antagonists of human MrgX1 receptor, primary screen, HEK293 cells, Fluo-4 calcium flux | B-score at 10 µM | AID 588676, 2011 | Mas-related G-protein coupled receptor member X1 (Homo sapiens), Q96LB2 | hit rate 1.3% among 310,000 | BAM8-22 antagonism; hits give low values;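 active = calcium-response B-score plate-corrected more than 3 library SD below zero, starting fluorescence within 5 deviations, no agonist response on first addition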;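 also: peak minus trough fluorescence over baseline after final BAM8-22 challenge near maximal dose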
The depositor's hits bear a star; i = inactive; ? = inconclusive; · = no result given.

SMILES | TMEM16A act | ANO1 block | TRPC6 act | RGS4 act | HDAC3 inhib | TRPC6 inh | MrgX1 agonist | MrgX1 allo act | RGS4 inh | SKKanGAS inh | MrgX1 antagonist
O=C(Nc1nc(-c2nc3ccccc3s2)cs1)C1COc2ccccc2O1 (stereo unspecified) | i | i | i | i | 4 | i | i | i | i | 76* | i
O=P(C1=C(N2CCOCC2)/C(=C\c2ccccc2)CC1)(N1CCOCC1)N1CCOCC1 | i | i | i | i | 9 | i | i | i | i | 0 | i
O=[N+]([O-])c1ccccc1CNc1ccc(F)c(Cl)c1 | i | i | i | i | 3 | i | i | i | i | 19 | i
COc1ccc(S(=O)(=O)CCC(=O)NCCc2ccc(S(N)(=O)=O)cc2)cc1 | i | i | · | · | 2 | · | i | i | · | · | i
O=S(=O)(Nc1nc2ccccc2[nH]1)c1ccc2ccccc2c1 | i | i | i | -9.6* | -4 | i | i | i | i | -2 | i
N#C/C(=C\c1cn(Cc2cccc(F)c2)c2ccccc12)C(=O)NCc1ccco1 | i | i | i | i | 4 | i | i | i | i | -5 | i
CN(c1ccccc1)c1cc(=O)[nH]c(=O)[nH]1 | i | i | i | i | -15 | i | i | i | i | -1 | i
CCOC(=O)C1=NNC2C(=O)N(CC)C(=O)C12 (stereo unspecified) | i | i | i | i | -3 | i | i | i | i | -2 | i
Cc1cc(C)cc(NC(=O)CSc2ccc(-c3ccccn3)nn2)c1 | i | i | i | i | 2 | i | i | i | i | -9 | i
COCCN(C(=O)COC(=O)C1(C)CC1(Cl)Cl)c1c(N)n(Cc2ccccc2)c(=O)[nH]c1=O (stereo unspecified) | i | i | i | i | 3 | i | i | i | i | -1 | i
COc1cccc(C(=O)Nc2nnc(S(=O)(=O)N3CCCC3)s2)c1 | i | i | i | i | 2 | i | i | i | i | 44 | i
COc1ccc(Cc2nnc(NC(=O)c3ccccc3Cl)s2)cc1OC | i | i | i | i | 1 | i | i | i | i | 0 | i
COC(=O)c1cn(NC(=O)c2cc(OC)cc(OC)c2)c(=O)c2ccccc12 | i | i | i | i | 3 | i | i | i | i | -6 | i
O=C1N=c2ccc(Br)cc2=C1c1sc(=O)[nH]c1O | · | i | i | i | 0 | i | i | i | i | 24 | i
COc1cc(-c2nc3cnccn3c2Nc2ccc3c(c2)OCCO3)ccc1O | i | i | i | i | 4 | i | i | i | i | -3 | i
CC1Cc2nc(SCC(=O)c3ccccc3)n(Cc3ccccc3)c(=O)c2S1 (stereo unspecified) | i | i | i | i | 14 | i | i | i | i | 2 | i
C=CCN1C(=O)C(CC(=O)Nc2ccccc2F)S/C1=N\c1nccs1 (stereo unspecified) | i | i | i | i | 1 | i | i | i | i | 7 | i
Cc1ccc(NC(=O)C2CCCN(S(=O)(=O)c3ccc4[nH]c(=O)ccc4c3)C2)nc1 (stereo unspecified) | i | i | i | i | ? | i | i | i | i | -5 | i
CCOC(=O)c1c(NC(=O)COC(=O)c2cc(OC)c(OC)cc2[N+](=O)[O-])sc(C)c1C | i | i | i | i | 0 | -5.1* | i | i | i | 12 | i
Cc1cccc(N2CCc3c2nc2ccc(Br)cc2c3N)c1 | i | i | i | i | 4 | i | i | i | i | 10 | i
CCc1sc(C(=O)Nc2cccc(C(C)=O)c2)cc1C | i | i | i | i | 0 | i | i | i | i | -13 | i
COC1(C2=NCCN2)COc2ccccc2O1 (stereo unspecified) | i | i | · | · | -1 | · | i | i | · | · | i
C1CC1Cc1noc(CN2CCN(C3C4CC5CC(C4)CC3C5)CC2)n1 (stereo unspecified) | i | i | i | i | · | i | i | i | i | 0 | i
O=C1c2ccccc2COc2ccc(O)cc21 | i | i | i | i | 5 | i | i | i | i | 2 | i
COc1ccc(NC(=S)N2CCN(S(C)(=O)=O)CC2)cc1 | i | i | i | i | -7 | i | i | i | i | 3 | i
O=C(Nc1ccc2c(c1)CCC2)Nc1ccccc1Cl | i | i | i | i | -5 | i | i | i | i | -1 | i
O=[N+]([O-])c1cccc(NC(=S)Nc2nc(-c3ccccc3Cl)cs2)c1 | i | i | i | i | · | i | i | i | i | ? | i
Cc1nc(NC(=O)COc2ccccc2)sc1C(=O)Nc1ccccc1 | i | i | i | i | ? | i | i | i | i | -8 | i
O=C(Nc1ccc(Br)cc1Br)c1cccc2c1C(=O)N(C1CCCCC1)C2 | i | i | i | i | -3 | i | i | i | i | -4 | i
NC(=O)C[n+]1cccc(CNC(=O)c2ccc(OC(F)F)cc2)c1 | i | i | i | i | 0 | i | i | i | i | -6 | i
CSc1ccc(OC2CCCCC2NS(=O)(=O)c2ccc(Cl)cc2)cc1 (stereo unspecified) | i | i | i | i | 1 | i | i | i | i | 4 | i
Cc1cc(C(F)(F)F)nc(SCCN2CCOCC2)c1C#N | i | i | i | i | 0 | i | i | i | i | 2 | i
N#C/C(=C(/O)c1ccc([N+](=O)[O-])s1)c1nc2ccccc2[nH]1 | i | i | i | i | -1 | i | i | i | i | 15 | i
O=C(/C=C/c1ccccc1)NCCOc1ccccc1 | i | i | i | i | 9 | i | i | i | i | 14 | i
CCC(CO)NCC(O)COCc1ccc2c(c1)OCO2 (stereo unspecified) | i | i | i | i | -3 | i | i | i | i | 0 | i
O=C(NCc1ccco1)C1CCCN1S(=O)(=O)c1ccccc1C(F)(F)F (stereo unspecified) | i | i | i | i | 2 | i | i | i | i | -8 | i
O=C(c1cc(COc2ccc(F)cc2F)on1)N1CCCC(c2ccccc2)C1 (stereo unspecified) | i | i | i | i | 8 | i | i | i | i | -4 | i
CCOC(=O)c1ccc(NC(=S)N2CCCC(C(=O)OCC)C2)cc1 (stereo unspecified) | i | i | i | i | 4 | i | i | i | i | -10 | i
Cc1ccc(S(=O)(=O)N(C)C)cc1NC(=O)COC(=O)c1c(-c2ccccc2)noc1C | i | i | i | i | 11 | i | i | i | i | -1 | i
C/C(=N\NC(=O)Cc1ccccc1)c1ccc(Br)s1 | i | i | i | i | -2 | i | i | i | i | -5 | i
O=CN1CCCN(Cc2nc(-c3cccc(Cl)c3)no2)CC1 | i | i | i | i | 4 | i | i | i | i | 2 | i
O=C(COc1coc(CN2CCN(c3cccc(Cl)c3)CC2)cc1=O)NC1CCCC1 | i | i | i | i | 1 | i | i | i | i | -9 | i
O=C(Nc1ccc2c(c1)OCCO2)C1CCN(S(=O)(=O)c2ccc(Br)s2)CC1 | i | i | i | i | 7 | i | i | i | i | 4 | i
Cc1oc2cc(O)ccc2c(=O)c1-c1cnn(-c2ccccc2)c1 | i | i | i | i | 3 | i | i | i | i | 28 | i
COc1cc2ccccc2cc1C(=O)Nc1ccc(C)cc1 | i | i | i | i | 6 | i | i | i | i | -2 | i
N#CC(C#N)C(c1ccsc1)c1c(-c2ccccc2)[nH][nH]c1=O (stereo unspecified) | i | i | i | i | 5 | i | i | i | i | -1 | i
CC(C)OC(=O)CSc1nnc(Cc2ccccc2)n1C | i | i | i | i | -7 | i | i | i | i | 5 | i
O=C1CCCN1Cc1ccccc1 | i | i | i | i | -3 | i | i | i | i | -3 | i
COc1cc(/C=C2\SC(=S)N(NC(=O)c3ccccc3O)C2=O)ccc1O | i | i | i | i | 7 | i | 40* | i | i | 14 | i
COc1ccc2cc(CCNC(=O)CC(C)(C)C)c(=O)[nH]c2c1 | i | i | i | i | 3 | i | i | i | i | -6 | i
COc1ccc(C(=O)COC(=O)CNC(=O)c2ccc(Cl)cc2Cl)c(OC)c1 | i | i | i | i | -7 | i | i | i | i | -3 | i
O=C1CN(C(=O)CSc2nnc(-c3ccccc3)n2Cc2ccc3c(c2)OCO3)c2ccccc2N1 | i | i | i | i | 0 | i | i | i | i | 5 | i
CCN(C(=O)C1CCN(c2nc(-c3ccc(OC)cc3)no2)CC1)c1ccccc1 | i | i | i | i | · | i | i | i | i | -5 | i
O=C(CSc1ncccn1)N/N=C/c1ccccc1[N+](=O)[O-] | i | i | i | i | -3 | i | i | i | i | -1 | i
COc1ccc(NC(=O)CN(C)C(=O)c2cccc(S(=O)(=O)Nc3ccccc3Cl)c2)cc1 | i | i | i | i | 1 | i | i | i | i | -10 | i
CS(=O)(=O)c1nc(S(=O)(=O)c2ccc(Cl)cc2)c(NCCN2CCOCC2)s1 | i | i | i | i | 3 | i | i | i | i | 15 | i
O=C(O)CCSc1nc2ccccc2s1 | i | i | i | i | 10 | i | i | i | i | -11 | i
O=C(CN1C(=O)c2ccccc2C1=O)NCC(=O)OCC(=O)c1ccc(Br)cc1 | i | i | i | i | -1 | i | i | i | i | -4 | i
Cc1nn(-c2ccccc2)c(N)c1C1(O)C(=O)Nc2ccccc21 (stereo unspecified) | i | i | i | i | 0 | i | i | i | i | -4 | i
O=C(COC(=O)c1cccc(S(=O)(=O)N2CCN(c3ccc(F)cc3)CC2)c1)NCC1CCCO1 (stereo unspecified) | i | i | i | i | -1 | i | i | i | i | -4 | i
CCc1cc2cc(C(=O)Nc3ccc(F)cc3)sc2s1 | i | i | i | i | 1 | i | i | i | i | 5 | i
O=C1CCC/C(=N/NC(=O)C2CCN(S(=O)(=O)c3cccs3)CC2)C1 | i | i | i | i | 3 | i | i | i | i | -9 | i
Fc1ccc(-c2nnc3n2CCCCC3)cc1 | i | i | i | i | -18 | i | i | i | i | -2 | i

Bioassay records as filed in PubChem BioAssay.
